# Screening results deposited in PubChem by several laboratories.
# GSK3 alpha inh: inhibitors of human GSK-3 alpha kinase. 320,000 tested, 0.1% active. P49840. ADP-Glo luminescence, 60 min. inhibition, % at 10 µM;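 in the data active = inhibition above about 50%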;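 note: GST-tagged GSK-3 alpha with peptide substrate and 25 µM ATP; 0% = DMSO neutral wells and 100% = GW8510 positive control wells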
# Target sequence (P49840 whole entry, looked up): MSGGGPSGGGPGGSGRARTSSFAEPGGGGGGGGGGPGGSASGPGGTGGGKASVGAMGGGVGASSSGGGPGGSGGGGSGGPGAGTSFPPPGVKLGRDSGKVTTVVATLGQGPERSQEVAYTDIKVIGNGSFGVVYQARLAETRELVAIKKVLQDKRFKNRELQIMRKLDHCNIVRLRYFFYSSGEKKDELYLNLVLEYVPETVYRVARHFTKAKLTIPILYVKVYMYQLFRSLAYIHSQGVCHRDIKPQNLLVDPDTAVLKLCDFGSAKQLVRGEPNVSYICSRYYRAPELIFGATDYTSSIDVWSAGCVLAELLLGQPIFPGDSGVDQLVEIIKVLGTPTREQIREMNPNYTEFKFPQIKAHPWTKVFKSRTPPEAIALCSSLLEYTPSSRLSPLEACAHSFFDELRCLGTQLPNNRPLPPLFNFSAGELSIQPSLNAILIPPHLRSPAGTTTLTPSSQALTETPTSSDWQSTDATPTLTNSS
# KLF5 inhibitor: suppresses KLF5 promoter-driven expression | 290,000 tested, 0.23% active | inhibition, % at 5 µM | DLD-1 KLF5 promoter-luciferase reporter, luminescence;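 active = inhibition above a per-plate limit of that plate's mean compound inhibition plus 3 SD, cut at about 60% in these data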;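 note: 0% = DMSO wells and 100% = LY294002 at 200 µM; higher means less KLF5 promoter-driven luciferase light; inactives centre near -14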
# IEC-6 tox: IEC-6 cytotoxicity, counter-screen for KLF5 inhibitors. inhibition, % at 5 µM. luminescence viability. AID 1825. 290,000 tested, 0.78% active; in the data active = inhibition above about 22%;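 note: 0% = plate median of test compound wells and 100% = cytotoxic reference compound wells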
# AI-2 QS mod: modulates the Vibrio harveyi AI-2 quorum sensing system; Vibrio harveyi JMH597 AI-2 luminescence/OD600 ratio, 9 h; stronger effect = lower value; strain lacks LuxN and CqsS sensors; 0 = neutral-control median; activity change, % at 7.5 µM; 300,000 tested, 0.4% active; AID 2094; in the data active = activity change below about -75%, passing the limit was not always enough; inconclusive = no clear call, values can overlap the other calls;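 note: luminescence divided by OD600 gain over 9 h not by final OD600 alone; inactives centre near 13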
# GSK3beta inhib: inhibitors of human GSK3beta kinase. activity score (negative = inhibition), % at 10 µM. GST-GSK3beta kinase, ADP-Glo luminescence, 60 min; stronger effect = lower value. 300,000 tested, 0.038% active;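 active = more than half of replicate wells score below -50%, meaning over 50% inhibition versus plate controls; inconclusive = some replicates but at most half score below -50%; inactive = no replicate scores below -50%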;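 note: 0% = median DMSO wells and -100% = median GW8510 positive control wells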
# Target sequence (P49841 whole entry, looked up): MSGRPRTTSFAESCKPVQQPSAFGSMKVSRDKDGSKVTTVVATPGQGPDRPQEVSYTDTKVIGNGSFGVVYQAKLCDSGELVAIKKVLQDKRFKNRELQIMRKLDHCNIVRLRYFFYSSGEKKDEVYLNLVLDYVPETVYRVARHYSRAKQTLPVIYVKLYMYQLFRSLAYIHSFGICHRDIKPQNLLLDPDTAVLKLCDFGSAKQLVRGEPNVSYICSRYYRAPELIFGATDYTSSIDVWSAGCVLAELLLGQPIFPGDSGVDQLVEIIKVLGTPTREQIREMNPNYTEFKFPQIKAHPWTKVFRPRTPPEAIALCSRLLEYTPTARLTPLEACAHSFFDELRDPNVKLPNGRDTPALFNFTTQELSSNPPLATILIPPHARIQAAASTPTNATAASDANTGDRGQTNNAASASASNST
#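 Assay system: GST-tagged human GSK3beta kinase, cell-free; Input: 1.6 ng GSK3beta; Medium: Tris/MgCl2 kinase buffer; Timing: 60 min enzyme reaction, room temperature; Signal: ADP-Glo luminescence quantifying ADP generated by kinase; Evaluation: score relative to plate controls; Benchmarks: DMSO neutral wells and GW8510 at 20 µM as positive.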
# HSF1 activator: increases HSF-1 driven luciferase reporter signal; 300,000 tested, 1.7% active; activation, % at 9 µM; AID 504408; NIH3T3-HGL HSF-1 luciferase reporter, MG132, 8 h; 100% = twice DMSO control signal;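 active = mean replicate activation of at least 50% with a set share of replicates each reaching 50%; inconclusive = only one of those two conditions met; inactive = mean below 50% and too few replicates reaching it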;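 note: 0% = median of the neutral control wells and 100% = twice that signal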
# HSP90 inh: HSP90 refolding inhibition in rabbit reticulocyte lysate. 290,000 tested, 0.91% active. luciferase refolding luminescence, 3 h. AID 1789. inhibition, % at 5.6 µM;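 active = inhibition above the screen-wide mean plus 3 SD, computed separately per campaign, cut at about 16% in these data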;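 note: 0% = DMSO wells and 100% = 60 µM geldanamycin wells; inhibitors lower the luminescence because luciferase stays unfolded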
# PolyA inhibitor: inhibitors of polyadenylation in S. cerevisiae. calls only at 12 µM. 300,000 tested, 0.02% active. S. cerevisiae SKY197-pL101 polyadenylation reporter, beta-gal luminescence; efflux-impaired pdr1/pdr3 knockout yeast; score 100 = 6 SD above DMSO;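 active = lowest replicate activity score at least 50, where 100 means six control SD above control mean; inconclusive = lowest score under 50 but half or more replicates reach 50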;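 note: yeast exposed to compound for 9 h at 30 °C; higher score means more reporter readthrough which indicates perturbed polyadenylation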
# HSF1 inhib: HSF1 inhibition; activity change, negative = inhibition, % at 7.5 µM (by protocol); 300,000 tested, 0.77% active; AID 2098; NIH3T3-HGL HSE-luciferase, MG132-induced, luminescence 8 h; stronger effect = lower value;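 active = more than half of replicate wells show activity change below -50%, luminescence cut by over half; inconclusive = some wells, but at most half, below -50%; inactive = no replicate well below -50%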;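 note: luciferase reports HSF-1 transcriptional activity via heat shock element; 0% = median of DMSO wells and -100% = zero luminescence signal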
# aSyn UTR inh: MLPCN primary screen, SNCA 5' untranslated region; 300,000 tested, 0.82% active; alpha-synuclein 5'UTR reporter, inhibitor activity; inhibition, % (tested at 7.5 µM); in the data active = inhibition above about 60%; inconclusive = no clear call, values can overlap the other calls;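 note: H4 neuroglioblastoma cells stably carrying SNCA 5'UTR luciferase fusion; 0% = DMSO wells and 100% = positive control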
# Starred values were filed as active, the others as inactive; i = inactive; ? = inconclusive; nt = no result given.
SMILES,GSK3 alpha inh,KLF5 inhibitor,IEC-6 tox,AI-2 QS mod,GSK3beta inhib,HSF1 activator,HSP90 inh,PolyA inhibitor,HSF1 inhib,aSyn UTR inh
COc1ccc(-n2nc3c(c2NC(=O)C2CCCC2)CS(=O)C3)cc1 (stereo unspecified),nt,-42,-7,25,-3,4,-2,i,-2,5
Cc1ccc(-c2onc3ccc(Cl)cc23)cc1,-3,-16,-4,12,3,12,-3,i,-1,-63
CCOc1cccc(NC(=O)C(Cc2cccs2)c2nn[nH]n2)c1 (stereo unspecified),-3,-1,-1,25,1,3,-2,i,1,-20
CC(C)(C)C(=O)NC(=S)Nc1ccccc1C(N)=O,-4,9,-6,16,2,-2,-4,i,3,9
O=C(CCc1nnc2ccc(N3CCCC3)nn12)Nc1ccc(F)cc1F,-2,0,0,8,2,1,0,i,0,-1
COc1ccc(-c2cc(C(=O)N(C)Cc3ccccc3)no2)cc1OC,nt,-8,5,-4,-5,20,3,i,3,7
O=C(Nc1cccc(F)c1)Nc1cccc(Cl)c1,1,-97,-6,-10,-1,30,-3,i,0,-84
O=C1/C(=C/c2cccnc2)SC(=S)N1c1ccccc1,-1,-6,-1,13,-1,30,0,nt,1,-11
COc1ccc(C2=NN(C(=O)CSc3nnc(C)n3C)C(c3ccco3)C2)cc1 (stereo unspecified),-1,-3,-3,21,-2,0,1,i,0,-14
O=C(O)COCC(=O)N1CCCN(c2nccc(C(F)(F)F)n2)CC1,0,3,3,26,4,-4,-2,i,-5,-2

# 3 entries out of the list, sorted by heavy-atom count, rising:
SMILES,GSK3 alpha inh,KLF5 inhibitor,IEC-6 tox,AI-2 QS mod,GSK3beta inhib,HSF1 activator,HSP90 inh,PolyA inhibitor,HSF1 inhib,aSyn UTR inh
COc1ccc(-n2nc3c(c2NC(=O)C2CCCC2)CS(=O)C3)cc1 (stereo unspecified),nt,-42,-7,25,-3,4,-2,i,-2,5
O=C(CCc1nnc2ccc(N3CCCC3)nn12)Nc1ccc(F)cc1F,-2,0,0,8,2,1,0,i,0,-1
COc1ccc(C2=NN(C(=O)CSc3nnc(C)n3C)C(c3ccco3)C2)cc1 (stereo unspecified),-1,-3,-3,21,-2,0,1,i,0,-14

# Next part
SMILES,GSK3 alpha inh,KLF5 inhibitor,IEC-6 tox,AI-2 QS mod,GSK3beta inhib,HSF1 activator,HSP90 inh,PolyA inhibitor,HSF1 inhib,aSyn UTR inh
CCOC(=O)CNC(=O)C12CC3CC(CC(C3)C1)C2,-1,-17,-3,13,-1,0,1,i,2,-7
CC(C)CC(=O)N1CCC(N2CCN(c3ccccc3)CC2)CC1,-1,-3,-3,12,1,12,0,i,-5,-4
Cc1cc(=O)nc2c3ccccc3n(CC(=O)NCCC3=CCCCC3)n12,-3,-8,-3,28,-3,-3,-3,i,-8,-5
NC(=O)c1nn(-c2ccc(Cl)cc2Cl)c(=O)cc1O,3,-19,1,7,0,-2,2,i,3,1
COC(=O)[C@H](Cc1ccccc1)NC(=O)NCCc1ccc(F)cc1,-2,-17,4,-2,1,11,2,i,2,-13
COC(=O)c1ccc(Cn2nc(C)c(Br)c2C)cc1,-1,4,1,11,2,-10,-4,i,-2,-9
CN(CC(=O)O)S(=O)(=O)c1cc(Cl)ccc1Cl,-1,-7,-1,39,-1,-15,0,i,1,5
COc1ccc(NC(=O)c2c(C(F)(F)F)nn(C)c2SCc2ccccc2)cc1,6,14,-2,4,3,6,1,i,-2,-30
CC(C)(C)OC(=O)[C@H](Cc1ccccc1)NC(=O)c1nc[nH]c1C(=O)N1CCN(C(=O)OC(C)(C)C)CC1,-3,-6,-2,6,6,-3,-1,i,-5,40
O=C(c1cnc2sccn2c1=O)N1CCN(c2ccccc2Cl)CC1,-2,-11,9,-2,2,17,0,i,-4,-5
C=CCSc1nnc(NC(=O)c2ccc(NC(C)=O)cc2)s1,1,-19,3,-1,2,17,2,i,6,-64
CCOc1ccc(NC(=O)c2cnc3scc(C)n3c2=O)cc1,-1,-7,-2,44,0,10,0,i,3,-104
CCOc1ccc(S(=O)(=O)N(CC)CC)cc1NC(=O)CSCc1c(C)noc1C,1,nt,nt,11,1,3,nt,i,-1,4
Oc1c(N=Nc2ccccn2)ccc2ccccc12,6,9,12,32,1,265*,9,i,184,74*
O=C(NC1CCN(Cc2ccccc2)CC1)C1COc2ccccc2O1 (stereo unspecified),-2,-18,0,9,2,-4,0,i,-7,12
COc1ccccc1N1CCN(C(=O)C(=O)N/N=C/c2cccc(O)c2)CC1,5,8,1,13,-2,7,1,i,2,-22
COc1ccccc1NC(=O)c1ccc(COc2ccc3c(c2)CCC3)cc1,-2,-48,-8,21,0,25,2,i,11,17
O=c1c2c3c(sc2nc(NCCO)n1Cc1ccco1)CCCCC3,-4,-48,1,10,-2,-61,4,i,-57*,-118
O=C1CCC(C(=O)OC(C(=O)c2c[nH]c3ccccc23)c2ccccc2)=NN1 (stereo unspecified),9,-19,0,15,-1,0,3,i,0,14
O=C(Nc1ccccc1)C1=C[C@@H](C2CC2)C[C@@H](OCCCCO)O1,-1,0,1,16,-3,0,9,i,-2,-51
COc1ccc(C(=O)NC(=S)NC2CCSC2=O)cc1 (stereo unspecified),-9,6,5,10,-1,0,-5,i,-2,-12
CCOc1ccc2c(c1)nc(SCC(=O)c1ccc(Br)s1)n2C,-2,-5,1,25,3,22,0,i,6,-1
CC1CC1C(=O)OCC(=O)N(C)c1c(N)n(Cc2ccccc2)c(=O)[nH]c1=O (stereo unspecified),-1,nt,nt,25,2,1,nt,i,-3,-5
C(=N\c1nc2ccccc2[nH]1)/c1cccs1,0,-3,4,-6,4,0,1,nt,-2,-2
O=C(CSc1nc2c(sc3ccccc32)c(=O)n1CCO)NCc1ccco1,-2,-1,0,6,2,?,-1,i,17,8
CCn1ncc(C2=NOC(C(=O)NCC(C)C)C2)c1C (stereo unspecified),0,-14,-4,4,2,-14,2,i,-5,-31
CCCOc1ccccc1NC(=O)Nc1ccccc1Cl,nt,-131,8,8,-2,26,1,i,16,5
N#CCCn1cc(CNCc2ccccc2)c(-c2cccc([N+](=O)[O-])c2)n1,-2,-22,-4,12,3,23,-1,i,17,-2
Cc1c(C)c2cc(Cl)c(OCC(=O)NC3CC(C)(C)NC(C)(C)C3)cc2oc1=O,-6,0,-2,26,3,7,-4,i,1,1
N=c1n(-c2ccccc2)c(O)cc(=O)n1-c1ccccc1,-1,-25,-5,20,0,11,3,i,-4,-17
COc1ccc(-c2cc(C(F)F)n3ncc(C(=O)N4CCCCC4)c3n2)cc1,0,-33,-2,25,-1,1,4,i,0,18
O=C(Nc1cccc(-n2cnnn2)c1)c1cc(Cl)nc(Cl)c1,-1,-10,-4,18,0,21,0,i,11,-14
CC(C)CNC(=O)c1cc(=O)[nH]c2ccc(S(=O)(=O)Nc3ccc(F)cc3)cc12,-1,-12,2,12,-5,25,2,i,4,-3
C=CCn1c(SCC(=O)Nc2ccc(O)cc2)nc2sc(CC)cc2c1=O,-4,-7,2,36,1,13,-3,i,5,14
COc1cc(OC)cc(N(C(=O)CNC(=O)c2cccs2)C(C(=O)NCC2CCCO2)c2ccccc2)c1 (stereo unspecified),-2,-4,-5,21,-1,7,-2,i,-3,7
CCN(CC(=O)Nc1ccccc1C(F)(F)F)C(=O)CSCc1c(C)noc1C,-10,nt,nt,19,-1,-8,nt,i,3,10
CCCC(=O)Nc1ccc(C(=O)N/N=C/c2ccc([N+](=O)[O-])o2)cc1,1,-18,1,?,3,36,-3,i,39,111*
Nn1c(Cc2cccc3ccccc23)nnc1SCc1ccccc1,-2,-6,-9,12,-6,0,-4,i,3,7
CCCS(=O)(=O)c1nc(S(=O)(=O)c2ccc(C)cc2)c(N2CCN(C)CC2)s1,1,-23,-9,8,-1,-3,-7,i,-3,-69
Cc1c(C)n(CC(O)CN2CCOCC2)c2ccccc12 (stereo unspecified),-1,-23,2,20,3,-9,6,i,-4,19
CCN(CCCNS(=O)(=O)c1cc(-c2cc(C)no2)ccc1C)Cc1ccccc1,1,-2,-2,2,-2,4,-9,i,7,25
O=C1CC(Nc2ccc(N3CCOCC3)cc2)C(=O)N1Cc1ccccc1 (stereo unspecified),-2,-18,-2,-7,4,45,3,i,7,-26
O=S(=O)(Nc1cccc(-c2nnco2)c1)c1ccc(F)cc1F,-2,-36,-4,29,3,3,1,i,-2,-43
O=c1nc(N2CCOCC2)nc2n1CCO2,0,-13,0,13,2,-13,9,i,-8,-27
O=C(Nc1c2c(nc3ccccc13)CCCC2)c1cccc([N+](=O)[O-])c1,-3,-23,-1,13,3,27,0,i,-1,17
O=C(Nc1cccc(-c2cn3c(n2)SCC3)c1)c1ccc2c(c1)OCO2,2,-37,9,28,2,16,-2,i,9,-36
CCCOC(=O)c1ccc(NC(=O)CCOc2ccccc2)cc1,nt,-47,2,-15,-4,16,-1,i,4,18
Cc1nnsc1S(=O)c1ccc(F)cc1 (stereo unspecified),0,-18,-3,-15,-3,-10,24*,i,4,-68

# Part of the list above, reduced to AI-2 QS mod:
canonical_smiles,AI-2 QS mod
CCCOC(=O)c1ccc(NC(=O)CCOc2ccccc2)cc1,-15
CCN(CCCNS(=O)(=O)c1cc(-c2cc(C)no2)ccc1C)Cc1ccccc1,2
O=S(=O)(Nc1cccc(-c2nnco2)c1)c1ccc(F)cc1F,29
O=c1nc(N2CCOCC2)nc2n1CCO2,13
Cc1nnsc1S(=O)c1ccc(F)cc1 (stereo unspecified),-15
O=C(Nc1cccc(-c2cn3c(n2)SCC3)c1)c1ccc2c(c1)OCO2,28

# The list is partial; count on the stated rates, not on these rows.
